DAX1 inh-1: inhibits human nuclear receptor DAX1 | inhibition, % at 6.75 µM | AID 504766 | P51843 | 340,000 compounds, 0.99% hits | HEK293 Gal4-DAX1 luciferase reporter, luminescence;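 active = inhibition above the mean over all tested compounds plus 3 SD, cut at about 4.2% in these data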;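 also: 0% = DAX1-transfected cells with DMSO and 100% = empty-vector control cells with DMSO; inhibition shows as a rise in luminescence from relieved DAX1 repression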
ADAM10 inh: inhibitors of human ADAM10; O14672; recombinant ADAM10, EDANS/DABCYL FRET peptide cleavage, 3 h; inhibition, % at 7 µM; 370,000 compounds, 0.62% hits;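 active = inhibition above a per-campaign cutoff equal to the mean of compounds falling between control-based bounds plus 3 SD, cut at about 20% in these data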;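 also: 0% = DMSO wells while the 100% control is not disclosed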
Target sequence (O14672 214-748 limits assumed): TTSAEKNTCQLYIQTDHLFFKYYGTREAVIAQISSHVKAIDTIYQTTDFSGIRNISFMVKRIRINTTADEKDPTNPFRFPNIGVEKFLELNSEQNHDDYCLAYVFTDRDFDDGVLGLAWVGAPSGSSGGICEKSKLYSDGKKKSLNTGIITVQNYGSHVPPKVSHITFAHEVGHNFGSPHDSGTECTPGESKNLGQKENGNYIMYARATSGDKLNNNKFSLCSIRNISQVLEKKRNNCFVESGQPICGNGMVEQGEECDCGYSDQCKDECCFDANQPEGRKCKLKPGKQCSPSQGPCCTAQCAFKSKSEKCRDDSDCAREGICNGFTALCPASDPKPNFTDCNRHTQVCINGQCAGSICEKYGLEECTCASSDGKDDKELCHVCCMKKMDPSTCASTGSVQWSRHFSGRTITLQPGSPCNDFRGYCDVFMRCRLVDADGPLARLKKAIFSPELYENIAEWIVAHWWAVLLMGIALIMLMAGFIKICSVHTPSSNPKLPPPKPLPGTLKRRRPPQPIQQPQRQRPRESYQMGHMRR
SMARCA2 act: activators of SMARCA2 function | MG213 cells, MMTV-luciferase reporter, dexamethasone, overnight | activation, % at 9.1 µM | 370,000 compounds, 1% hits; in the data active = activation above about 7.8%;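 also: 0% = vehicle wells and 100% = reference activator wells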
hcDAF12 agonist: H. contortus DAF-12 activation, primary screen; activation, % at 6.8 µM; 370,000 compounds, 1.4% hits; HEK293 hcDAF-12 lit1-tk-luc reporter, luminescence; 0% DMSO, 100% Δ7-dafachronic acid; AID 652067;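 active = activation above the mean of all tested compounds plus 3 SD, cut at about 5.5% in these data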;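 also: 100% = response to 3 µM Δ7-dafachronic acid high control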
hgDAF12 agonist: agonists of H. glycines DAF-12 nuclear receptor | HEK293 GAL4-hgDAF12 UAS-luciferase reporter, agonist luminescence; normalized to butyrate control | activation, % at 6.8 µM | 370,000 compounds, 1.8% hits | AID 687014;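 active = activation above a cutoff set at the mean of all screened compounds plus 3 SD, cut at about 10% in these data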;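 also: 0% = DMSO wells and 100% = sodium butyrate wells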
GAA850 FXN act: frataxin GAA850 promoter activation | 360,000 compounds, 0.56% hits | AID 540364 | HEK293 lucGAA850 FXN promoter luciferase reporter, 24 h; percent of 10 µM SAHA response | activation, % at 6 µM;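 active = activation above the average of all compounds screened plus 3 SD, cutoff fixed separately per campaign, cut at about 7.5% in these data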;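 also: 0% = DMSO wells and 100% = 10 µM SAHA wells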
NPR2 activator: GC-B (human) receptor activation; P20594; activation, % at 10 µM; HEK293-GC-B cells, CNP EC30, cGMP TR-FRET; 0% at EC30 CNP, 100% saturating CNP; 370,000 compounds, 0.11% hits; AID 1920062;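 active = activation at 10 µM reaching about 35% in either raw or pattern-adjusted values, limit read from the data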
DAX1 inh-2: blocks DAX1 repression of SF-1 activated StAR promoter | HEK293T StAR-luciferase reporter, SF-1/DAX-1 repression relief | inhibition, % at 6.8 µM | 370,000 compounds, 1.1% hits | AID 652010;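 active = inhibition above the mean over all tested compounds plus 3 SD, cut at about 3.6% in these data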;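 also: 0% = DAX-1 cells with DMSO and 100% = cells lacking DAX-1 with DMSO; higher inhibition means more luminescence from relief of DAX-1 repression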
sPLA2-III inh: Inhibits HGIII-sPLA2 liposome hydrolysis, primary screen; QFRET BODIPY PC-A2 liposome hydrolysis, fluorescence; 370,000 compounds, 0.56% hits; inhibition, % at 12.2 µM; Q9NZ20;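 active = inhibition above mean plus 3 SD of compounds lying within the high and low control bounds, cut at about 19% in these data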;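 also: 0% = median of test compound wells and 100% = no enzyme DMSO wells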
Target sequence (Q9NZ20 whole entry, looked up): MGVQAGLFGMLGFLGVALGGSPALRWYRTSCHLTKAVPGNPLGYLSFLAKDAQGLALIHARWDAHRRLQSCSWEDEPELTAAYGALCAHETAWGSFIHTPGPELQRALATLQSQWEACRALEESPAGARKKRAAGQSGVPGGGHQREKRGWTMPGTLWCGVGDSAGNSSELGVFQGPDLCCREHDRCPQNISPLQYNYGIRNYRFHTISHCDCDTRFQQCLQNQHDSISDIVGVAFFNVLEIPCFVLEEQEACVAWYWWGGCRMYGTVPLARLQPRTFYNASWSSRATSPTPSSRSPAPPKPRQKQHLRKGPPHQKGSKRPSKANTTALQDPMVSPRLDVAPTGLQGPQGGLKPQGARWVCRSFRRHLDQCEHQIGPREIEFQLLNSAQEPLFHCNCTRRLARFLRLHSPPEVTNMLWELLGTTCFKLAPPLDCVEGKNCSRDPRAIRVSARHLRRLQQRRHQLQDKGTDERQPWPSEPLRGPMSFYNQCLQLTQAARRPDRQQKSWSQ
GC-A act: GC-A (human) enzyme activation; P16066; 370,000 compounds, 0.14% hits; activation, % at 10 µM; HEK293 GC-A cells, cGMP TR-FRET, EC30 ANP; 0% at EC30 ANP, 100% saturating ANP; in the data active = activation above about 40%
ssDAF-12 act: S. stercoralis DAF-12 activation, primary screen; HEK293 ssDAF-12/GRIP1 lit1-tk-luc reporter, luminescence; % of 3 µM dafachronic acid response; activation, % at 6.8 µM; 370,000 compounds, 1% hits; AID 652126;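 active = activation above the mean over all tested compounds plus 3 SD, cut at about 0.9% in these data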;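 also: 0% = DMSO-only wells and 100% = 3 µM delta7-dafachronic acid wells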
* marks the source's active call; other numbers are inactive results. Not a hit list (roughly 6.6% active in at least one column).

For CCOc1ccc(OCCC(=O)N(CC)CC(=O)NCc2cccs2)cc1 the results were DAX1 inh-1 -0.2, ADAM10 inh -8, SMARCA2 act -3, hcDAF12 agonist 0.2, hgDAF12 agonist 2.6, GAA850 FXN act 2.0, NPR2 activator 2, DAX1 inh-2 -2.0, sPLA2-III inh 7, GC-A act -1 and ssDAF-12 act -1.7.
Screening COc1ccc(C2Nc3ccccc3NC3=C2C(=O)CC(C)(C)C3)cc1 (centres undefined) returned DAX1 inh-1 1.2, ADAM10 inh -18, SMARCA2 act 3, hcDAF12 agonist 5.1, hgDAF12 agonist 6.0, GAA850 FXN act 3.3, NPR2 activator -3, DAX1 inh-2 -0.1, sPLA2-III inh 0, GC-A act -5 and ssDAF-12 act -0.4.
For Cc1ccc(NC(=O)CCC(=O)N/N=C/c2ccccc2O)cc1 the results were DAX1 inh-1 -0.8, ADAM10 inh -44, SMARCA2 act -2, hcDAF12 agonist -0.1, hgDAF12 agonist -1.5, GAA850 FXN act -3.6, NPR2 activator 6, DAX1 inh-2 -0.4, sPLA2-III inh 0, GC-A act 0 and ssDAF-12 act -1.3.
`Cc1csc(NC(=O)c2cc(=O)[nH]c3ccc(S(=O)(=O)N4CCOCC4)cc23)n1` gave DAX1 inh-1 0.8, ADAM10 inh -414, SMARCA2 act -3, hcDAF12 agonist -0.8, hgDAF12 agonist 0.7, GAA850 FXN act 1.0, NPR2 activator 2, DAX1 inh-2 0.7, sPLA2-III inh 0, GC-A act 7 and ssDAF-12 act -1.0.
For O=C1/C(=C/c2cccnc2)SC(=S)N1c1ccc(O)cc1 the results were DAX1 inh-1 -1.0, ADAM10 inh 5, SMARCA2 act -2, hcDAF12 agonist 1.1, hgDAF12 agonist 0.0, GAA850 FXN act -2.7, NPR2 activator -10, DAX1 inh-2 -0.3, sPLA2-III inh -8, GC-A act -7 and ssDAF-12 act -1.4.
`O=C1CSC(c2ccccc2[N+](=O)[O-])N1CCc1ccccc1` (centres undefined) gave DAX1 inh-1 0.5, ADAM10 inh 2, SMARCA2 act -1, hcDAF12 agonist 0.0, hgDAF12 agonist 2.4, GAA850 FXN act 2.3, NPR2 activator -5, DAX1 inh-2 -0.4, sPLA2-III inh 1, GC-A act -2 and ssDAF-12 act -1.9.
Cc1ccc(NC(=O)CN(Cc2ccco2)Cc2ccccc2O)cc1C was read as DAX1 inh-1 2.3, ADAM10 inh 28*, SMARCA2 act -1, hcDAF12 agonist 0.3, hgDAF12 agonist 4.1, GAA850 FXN act -2.6, NPR2 activator -7, DAX1 inh-2 0.1, sPLA2-III inh -22, GC-A act -2 and ssDAF-12 act -0.9.
`C/C(=N/NC(=O)c1nnn(-c2nonc2N)c1COc1ccccc1)c1ccccc1` gave DAX1 inh-1 -0.1, ADAM10 inh 1, SMARCA2 act 3, hcDAF12 agonist 0.3, hgDAF12 agonist 0.1, GAA850 FXN act 1.7, NPR2 activator -1, DAX1 inh-2 0.0, sPLA2-III inh 0, GC-A act -3 and ssDAF-12 act -1.0.
`Cc1ccc(C)c(NC(=S)N2CCCCCC2)c1` gave DAX1 inh-1 1.2, ADAM10 inh 5, SMARCA2 act -1, hcDAF12 agonist -0.1, hgDAF12 agonist -0.8, GAA850 FXN act -1.3, NPR2 activator 1, DAX1 inh-2 -0.7, sPLA2-III inh -1, GC-A act 0 and ssDAF-12 act -0.7.
For COc1ccc(N2CCN(c3ncnc4sc(C(=O)NCC5CCCO5)c(C)c34)CC2)cc1 (centres undefined) the results were DAX1 inh-1 -0.4, ADAM10 inh 3, SMARCA2 act 2, hcDAF12 agonist -2.7, hgDAF12 agonist 1.1, GAA850 FXN act -0.2, NPR2 activator 0, DAX1 inh-2 -0.2, sPLA2-III inh 5, GC-A act -5 and ssDAF-12 act -0.6.
O=C(Oc1ccccc1Cl)c1ccccc1P(=O)(O)O was read as DAX1 inh-1 0.2, ADAM10 inh 5, SMARCA2 act -1, hcDAF12 agonist -0.6, hgDAF12 agonist -0.6, GAA850 FXN act -0.1, NPR2 activator 1, DAX1 inh-2 0.4, sPLA2-III inh -2, GC-A act -3 and ssDAF-12 act -0.6.
For COC(C/C=C/[C@@H](O)[C@@H](C)OCc1ccccc1)OC the results were DAX1 inh-1 0.6, ADAM10 inh 2, SMARCA2 act -1, hcDAF12 agonist 0.7, hgDAF12 agonist 1.6, GAA850 FXN act 0.1, NPR2 activator 1, DAX1 inh-2 0.1, sPLA2-III inh 0, GC-A act -2 and ssDAF-12 act -1.4.
`CC(C)(C)n1ncc2c(=O)n(CC(=O)NCCc3ccccc3)cnc21` gave DAX1 inh-1 2.1, ADAM10 inh -6, SMARCA2 act 2, hcDAF12 agonist -1.0, hgDAF12 agonist 2.2, GAA850 FXN act 3.4, NPR2 activator 3, DAX1 inh-2 1.2, sPLA2-III inh -4, GC-A act -2 and ssDAF-12 act -0.5.
CC(C)C[C@H](NC(=O)c1[nH]cnc1C(=O)N[C@H](C)c1ccccc1)C(=O)OCc1ccccc1 was read as DAX1 inh-1 1.4, ADAM10 inh 27*, SMARCA2 act -1, hcDAF12 agonist -1.1, hgDAF12 agonist 2.0, GAA850 FXN act -1.2, NPR2 activator 4, DAX1 inh-2 -0.3, sPLA2-III inh -10, GC-A act -2 and ssDAF-12 act -1.1.
COc1ccc(C#Cc2c(-c3ccc(OC)cc3)oc3ccc(-c4ccc(OC)cc4)cc23)cc1 was read as DAX1 inh-1 0.2, ADAM10 inh -4, SMARCA2 act 0, hcDAF12 agonist -0.9, hgDAF12 agonist 0.3, GAA850 FXN act -1.7, NPR2 activator 5, DAX1 inh-2 0.3, sPLA2-III inh 0, GC-A act 3 and ssDAF-12 act -1.2.
CCN(CC)CCCNC(=O)c1nn(-c2ccc(OC)cc2OC)c(=O)c2ccccc12 was read as DAX1 inh-1 -0.2, ADAM10 inh 2, SMARCA2 act 1, hcDAF12 agonist -0.8, hgDAF12 agonist -0.2, GAA850 FXN act -1.0, NPR2 activator 1, DAX1 inh-2 0.7, sPLA2-III inh 4, GC-A act -2 and ssDAF-12 act -1.0.
COCCNC(=O)c1ccc2c(=O)n(CCCN3CCCC3=O)c(=S)[nH]c2c1 was read as DAX1 inh-1 0.9, ADAM10 inh 6, SMARCA2 act -1, hcDAF12 agonist 1.3, hgDAF12 agonist -5.0, GAA850 FXN act 0.9, NPR2 activator -2, DAX1 inh-2 0.5, sPLA2-III inh -2, GC-A act 0 and ssDAF-12 act -0.6.
`COc1ccc(-n2nc(C(=O)NCC(=O)NCCc3ccc(OC)c(OC)c3)c3ccccc3c2=O)cc1Cl` gave DAX1 inh-1 2.4, ADAM10 inh 4, SMARCA2 act 0, hcDAF12 agonist -1.4, hgDAF12 agonist -2.1, GAA850 FXN act -4.2, NPR2 activator 0, DAX1 inh-2 -1.0, sPLA2-III inh 3, GC-A act 0 and ssDAF-12 act -1.6.
`O=c1c2ccccc2nnn1CCN1CCOCC1` gave DAX1 inh-1 -0.4, ADAM10 inh -11, SMARCA2 act -1, hcDAF12 agonist 2.4, hgDAF12 agonist -0.2, GAA850 FXN act 1.5, NPR2 activator -1, DAX1 inh-2 0.2, sPLA2-III inh 3, GC-A act 2 and ssDAF-12 act 0.3.
Screening CC(C)(C)OC(=O)NCCCCCc1nnc(SCc2c(F)cccc2Cl)o1 returned DAX1 inh-1 -0.6, ADAM10 inh -2, SMARCA2 act 0, hcDAF12 agonist -1.7, hgDAF12 agonist -1.8, GAA850 FXN act 0.2, NPR2 activator 0, DAX1 inh-2 -0.1, sPLA2-III inh -13, GC-A act 7 and ssDAF-12 act 0.4.
Screening Cc1ccc2cc(C#N)c(SCC(=O)NCC3CCCO3)nc2c1 (centres undefined) returned DAX1 inh-1 -0.2, ADAM10 inh 0, SMARCA2 act 1, hcDAF12 agonist -0.1, hgDAF12 agonist 2.4, GAA850 FXN act 0.4, NPR2 activator 2, DAX1 inh-2 0.0, sPLA2-III inh 7, GC-A act -2 and ssDAF-12 act -1.2.
Screening Cc1cnc(C(=O)OCC(=O)Nc2cc(Cl)cc(Cl)c2)cn1 returned DAX1 inh-1 -0.9, ADAM10 inh 6, SMARCA2 act -1, hcDAF12 agonist 1.2, hgDAF12 agonist 0.3, GAA850 FXN act 1.9, NPR2 activator 0, DAX1 inh-2 -0.5, sPLA2-III inh 15, GC-A act 5 and ssDAF-12 act -0.8.
For Nc1[nH]ncc1-c1ccccc1 the results were DAX1 inh-1 -2.4, ADAM10 inh 5, SMARCA2 act -1, hcDAF12 agonist 0.9, hgDAF12 agonist 2.1, GAA850 FXN act 2.0, NPR2 activator 2, DAX1 inh-2 -0.3, sPLA2-III inh -1, GC-A act 4 and ssDAF-12 act -0.9.
Screening COc1ccccc1OCc1ccc(C(=O)NN)cc1 returned DAX1 inh-1 -1.9, ADAM10 inh -1, SMARCA2 act -2, hcDAF12 agonist -1.7, hgDAF12 agonist 0.8, GAA850 FXN act 0.0, NPR2 activator 2, DAX1 inh-2 -0.5, sPLA2-III inh -1, GC-A act 2 and ssDAF-12 act -1.3.
For Cc1cc(C)c(C)c(S(=O)(=O)N2CCN(CC(=O)c3c(N)n(Cc4ccccc4)c(=O)n(C)c3=O)CC2)c1C the results were DAX1 inh-1 -1.2, ADAM10 inh 10, SMARCA2 act -2, hcDAF12 agonist 0.4, hgDAF12 agonist -4.2, GAA850 FXN act -0.6, NPR2 activator -3, DAX1 inh-2 -0.7, sPLA2-III inh -19, GC-A act 1 and ssDAF-12 act -1.1.
Screening Cc1ccccc1OCC(=O)NC(=S)Nc1ccc(N2CCOCC2)c(Cl)c1 returned DAX1 inh-1 -0.1, ADAM10 inh -4, SMARCA2 act -2, hcDAF12 agonist -0.7, hgDAF12 agonist 0.5, GAA850 FXN act -0.8, NPR2 activator 8, DAX1 inh-2 0.6, sPLA2-III inh 1, GC-A act -4 and ssDAF-12 act -0.6.
Screening Cc1cccc(C)c1-c1ccc(CN2C(CC(C)C)C(=O)N(Cc3cn(CC4CCCCC4)nn3)CCS2(=O)=O)cc1 (centres undefined) returned DAX1 inh-1 -0.6, ADAM10 inh -17, SMARCA2 act -3, hcDAF12 agonist 0.1, hgDAF12 agonist -4.5, GAA850 FXN act -1.7, NPR2 activator -1, DAX1 inh-2 2.2, sPLA2-III inh 5, GC-A act 1 and ssDAF-12 act -1.1.
O=C(COC(=O)CCSc1ccccc1Cl)Nc1ccc(F)cc1F was read as DAX1 inh-1 -0.4, ADAM10 inh 23*, SMARCA2 act -3, hcDAF12 agonist 0.3, hgDAF12 agonist -1.7, GAA850 FXN act 0.5, NPR2 activator 2, DAX1 inh-2 0.4, sPLA2-III inh -25, GC-A act 5 and ssDAF-12 act -1.5.

Screening data from PubChem.
